HCV inhibitor: qHTS Assay for Inhibitors of Hepatitis C Virus (HCV). actives 3.4% (n = 340,000). Potency, µM (series often up to 41.8 µM), for inactives: at the top dose activity change, negative = inhibition, most hits filed as inhibitors. Huh7.5.1 HCVcc-Cre infection, luciferase reporter, 44 h. AID 651820, 2012; note: potency is the fitted concentration of half-maximal effect
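Whole-lifecycle infectious HCVcc-Cre system; cells 1,000/well, compound then virus (~0.5 moi) added 4 h after plating, 44 h culture. Luciferase read 15 sec following 15 min substrate incubation, room temp.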
HCMV inh: qHTS Assay for inhibitors of the human cytomegalovirus (HCMV) | HFF cells, HCMV-luciferase reporter, 72 h; hits give low values | activity change, negative = inhibition, % at 57.5 µM | actives 4.5% (n = 410,000); in the data active = activity change below about -60%; inconclusive = no clear call, values can overlap the other calls; inactive = above about -39%
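Human foreskin fibroblasts infected with luciferase-reporter HCMV at MOI 1 PFU/cell, compounds at two doses. Luciferase measured 72 h post infection; normalized to buffer-only basal and Salinomycin (10uM) controls.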
AmpC no deterg: qHTS Inhibitors of AmpC Beta-Lactamase (assay without detergent). P00811. AmpC nitrocefin hydrolysis, absorbance 480 nm, 0.0001% Triton. Potency, µM (highest dose often 57.1 µM), inactives show top-dose activity change, negative = inhibition, actives largely listed as inhibitors. actives 0.52% (n = 330,000);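 note: potency is the fitted concentration of half-maximal effect; plate controls were no compound for no effect and no enzyme for full effect; nearly all actives have a fitted effect of over 20% in size; some results filed as inactive show a strong effect at the top dose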
Target sequence (P00811 whole entry, looked up): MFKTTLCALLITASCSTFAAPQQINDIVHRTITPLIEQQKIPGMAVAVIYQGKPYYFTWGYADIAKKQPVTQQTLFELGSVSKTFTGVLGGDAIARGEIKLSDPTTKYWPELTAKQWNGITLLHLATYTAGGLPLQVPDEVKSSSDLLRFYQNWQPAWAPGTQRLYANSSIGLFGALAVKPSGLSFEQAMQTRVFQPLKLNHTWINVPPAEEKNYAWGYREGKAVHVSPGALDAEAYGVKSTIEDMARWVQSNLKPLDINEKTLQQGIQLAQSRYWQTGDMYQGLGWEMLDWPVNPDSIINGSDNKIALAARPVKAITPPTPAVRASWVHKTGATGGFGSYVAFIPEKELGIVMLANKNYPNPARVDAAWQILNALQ
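AmpC (5.3 nM in the dispensed reagent) in 20 mM phosphate pH 7.0 with 0.01% (detergent screen) or 0.0001% Triton X-100 was preincubated with compounds for 15 min at room temperature. Nitrocefin was then added from an 800 uM solution, and hydrolysis was followed at 480 nm.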
Sm TGR block: qHTS Assay for the Inhibitors of Schistosoma Mansoni Peroxiredoxins; actives 3% (n = 360,000); AID 485364, 2010; Schistosoma mansoni thioredoxin glutathione reductase (TGR), Q962Y6; purified TGR, DTNB reduction, TNB absorbance 405 nm; Potency, µM (top dose mostly 114 µM), for the others: at the highest dose activity change, negative = inhibition, hits mostly inhibitors; note: potency is the fitted concentration of half-maximal effect; nearly all actives have a fitted effect of over 60% in size
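TGR 20 nM + NADPH 100 uM (dispensed conc.), cpd preinc 15 min RT; start with NADPH (500 uM addition) then DTNB (15 mM addition). Kinetic TNB absorbance, 405 nm filter. Four-parameter Hill fit across titration.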
AmpC inh detg: qHTS Inhibitors of AmpC Beta-Lactamase (assay with detergent) | AmpC hydrolysis of nitrocefin, absorbance 480 nm, 0.01% Triton | actives 0.041% (n = 370,000) | Potency, µM (doses to about 114 µM), without a hit: top-dose activity change, negative = inhibition, actives largely listed as inhibitors;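 note: potency is the fitted concentration of half-maximal effect; 0% = no-compound wells and -100% = no-enzyme wells; nearly all actives have a fitted effect of over 25% in size; some results filed as inactive show a strong effect at the top dose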
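AmpC (5.3 nM in the dispensed reagent) in 20 mM phosphate pH 7.0 with 0.01% (detergent screen) or 0.0001% Triton X-100 was preincubated with compounds for 15 min at room temperature. Nitrocefin was then added from an 800 uM solution, and hydrolysis was followed at 480 nm.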
Giardia FBPA inh: qHTS Assay for Inhibitors of Fructose-1,6-bisphosphate Aldolase from Giardia Lamblia; A8B2U2; purified Giardia FBPA; Potency, µM (titrated, usually from 59.6 µM), for the others: top-dose activity, negative = inhibition, usual class: inhibitors; actives 0.71% (n = 290,000); note: potency is the fitted concentration of half-maximal effect; nearly all actives have a fitted effect of over 55% in size
Target sequence (A8B2U2 whole entry, looked up): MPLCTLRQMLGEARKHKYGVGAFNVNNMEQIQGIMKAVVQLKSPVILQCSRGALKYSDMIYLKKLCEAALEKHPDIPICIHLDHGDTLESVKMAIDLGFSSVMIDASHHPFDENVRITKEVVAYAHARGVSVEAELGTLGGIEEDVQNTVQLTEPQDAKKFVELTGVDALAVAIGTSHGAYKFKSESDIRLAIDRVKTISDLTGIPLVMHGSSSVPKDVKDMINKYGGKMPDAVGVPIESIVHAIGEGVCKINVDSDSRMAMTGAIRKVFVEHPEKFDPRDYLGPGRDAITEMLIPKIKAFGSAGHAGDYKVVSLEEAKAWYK
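40 nM FBPA preincubated 10 min at RT with compound (up to 57.5 uM final), then substrate plus GAPDH/TPI/NAD/arsenate coupling and diaphorase/resazurin added. Fluorescence read after 20 min at RT, 525/598 nm.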
Numbers without * were called inactive; & = joins results of further samples; [ ] = another dose, or the depositor's remark. Unless noted, calls come from the whole dose curve; as a rule, active = well fitted curve in the direction sought with a large enough effect; inconclusive = small, poorly fitted or top-dose-only effect, or another doubt; inactive = no such curve, though single readings can be large; an effect the other way counts as inactive or inconclusive. Unless noted, % is set by controls: 0 for no effect and ±100 for the full control effect. No enrichment for hits; any-hit rate near 9.9%.

What do the screens show for `COc1cc(NC(=O)c2cc(S(=O)(=O)N3CCCCC3)ccc2N2CCOCC2)cc(OC)c1`?
HCV inhibitor: -2%; HCMV inh: -17; AmpC no deterg: 108%[activator]; Sm TGR block: 5%; AmpC inh detg: inconclusive

Results for O=C(CCC(=O)Nc1ccccc1Cl)N/N=C/c1ccccc1 ?
HCV inhibitor: 17%; HCMV inh: inconclusive; AmpC no deterg: -32%; Sm TGR block: 2%; AmpC inh detg: -14%; Giardia FBPA inh: inconclusive

Results for O=C(CNC(=O)c1ccc(Cl)c([N+](=O)[O-])c1)NCC1CCCO1 (stereo not drawn) ?
HCV inhibitor: -2%; HCMV inh: 3; AmpC no deterg: -20%; Sm TGR block: -11%; AmpC inh detg: -9%; Giardia FBPA inh: -4%

Results for Cc1ccc(OCCCCN(C)Cc2ccccc2)c(Br)c1 ?
HCV inhibitor: inconclusive; HCMV inh: 44; AmpC no deterg: 58%; Sm TGR block: -15%; AmpC inh detg: -11%; Giardia FBPA inh: -17%

What do the screens show for `Cc1sc(N/N=C/c2cccnc2)nc1-c1ccccc1`?
HCV inhibitor: inconclusive; HCMV inh: -65*; AmpC no deterg: 23%; Sm TGR block: inconclusive; AmpC inh detg: 3%; Giardia FBPA inh: -8%

What do the screens show for `COc1ccnc(-n2cccc2/C=N/O)c1C#N`?
HCV inhibitor: 2%; HCMV inh: -2; AmpC no deterg: -16%; Sm TGR block: 21%; AmpC inh detg: 5%; Giardia FBPA inh: 4%

How did CC(=O)NCCNc1nc2c(-c3ccc(C)cc3)nnn2c2ccccc12 do in these assays?
HCMV inh: 53; Sm TGR block: 15%; AmpC inh detg: 10%

Results for O=C(COc1ccc(F)cc1)Nc1nnc(S(=O)(=O)N2CCCC2)s1 ?
HCV inhibitor: 13%; HCMV inh: -24&-39; AmpC no deterg: -38%; Sm TGR block: 41%&4%[activator]; AmpC inh detg: -13%&-10%; Giardia FBPA inh: -9%

What do the screens show for `COC(=O)COc1ccc2c(c1C)O/C(=C\c1ccco1)C2=O`?
HCV inhibitor: 7%; HCMV inh: 19; AmpC no deterg: -13%; Sm TGR block: 10µM*; AmpC inh detg: 5%; Giardia FBPA inh: -7%

What do the screens show for `CC(C)COc1ccc(C(=O)OCCN2CCCCC2)cc1`?
HCV inhibitor: -52%; HCMV inh: -26; AmpC no deterg: 7%; Sm TGR block: 5%; AmpC inh detg: 3%; Giardia FBPA inh: -5%

What do the screens show for `COc1ccc(Cl)cc1NC(=O)c1c(NCc2cccs2)sc2c1CCC(C)C2` (stereo not drawn)?
HCMV inh: 3; Sm TGR block: -7%; AmpC inh detg: -6%

What do the screens show for `CCC(=O)c1ccccc1OCCSc1nc(C)cc(=O)[nH]1`?
HCV inhibitor: 10%; HCMV inh: 0; AmpC no deterg: -36%; Sm TGR block: 2%; AmpC inh detg: -9%; Giardia FBPA inh: -9%

How did Cc1cc(C)c(S(=O)(=O)N2CCCCC2CCNC(=O)C(=O)NC2CC2)c(C)c1 (stereo not drawn) do in these assays?
HCV inhibitor: 7%; AmpC no deterg: 75%[activator]; Sm TGR block: -30%; AmpC inh detg: inconclusive

What do the screens show for `COc1ccc(C(=O)O)cc1S(=O)(=O)N(C)C`?
HCV inhibitor: 12%; HCMV inh: -32; AmpC no deterg: -4%; Sm TGR block: -6%; AmpC inh detg: 3%; Giardia FBPA inh: -8%

How did Cc1nn(-c2ccc(F)cc2)c(Cl)c1/C=C1\C(=O)Nc2ccccc21 do in these assays?
HCV inhibitor: inconclusive; HCMV inh: 23; AmpC no deterg: -37%; Sm TGR block: 1%; AmpC inh detg: 3%; Giardia FBPA inh: 4%

How did O=C(Nc1ccc(S(=O)(=O)N2CCOCC2)cc1)c1ccc2c(c1)S(=O)(=O)c1ccccc1C2=O do in these assays?
HCV inhibitor: -10%; HCMV inh: -26; AmpC no deterg: -10%; Sm TGR block: 10%; AmpC inh detg: -1%; Giardia FBPA inh: 3%

Results for COc1cccc(NC(=O)CSc2ccc3nnc(-c4cccnc4)n3n2)c1 ?
HCV inhibitor: 1%; HCMV inh: 7; AmpC no deterg: -19%; Sm TGR block: 5%; AmpC inh detg: -1%; Giardia FBPA inh: -3%

Results for COCCNC(=O)CSc1nc(-c2ccccc2)c(-c2ccccc2)o1 ?
HCV inhibitor: inconclusive; HCMV inh: 12; AmpC no deterg: 159%[activator]; Sm TGR block: 8%; AmpC inh detg: 0%; Giardia FBPA inh: -1%

How did CCOc1ccc(Nc2oc(-c3ccc(COc4ccc(OC)cc4)o3)nc2C#N)cc1 do in these assays?
HCMV inh: -81*; Sm TGR block: 2%; AmpC inh detg: 24%

What do the screens show for `COc1cccc(-c2nc(CS(=O)(=O)CC(=O)NC3CCCCC3C)c(C)o2)c1` (stereo not drawn)?
HCV inhibitor: -12%; HCMV inh: -22; AmpC no deterg: 56%; Sm TGR block: 40µM*; AmpC inh detg: inconclusive; Giardia FBPA inh: -5%

How did COC(=O)[C@]1(Cc2ccccc2)N[C@H](CN(C)S(=O)(=O)c2ccc(C(C)(C)C)cc2)[C@@H]2C(=O)N(Cc3ccccc3)C(=O)[C@@H]21 do in these assays?
HCV inhibitor: inconclusive; HCMV inh: -6; AmpC no deterg: -30%

What do the screens show for `O=C(COC(=O)C1CCN(c2ccc(C(F)(F)F)cn2)CC1)NCc1cccc(Cl)c1`?
HCV inhibitor: inconclusive; HCMV inh: 1; AmpC no deterg: 41%; Sm TGR block: -9%; AmpC inh detg: -6%

What do the screens show for `COc1cc(NC2c3ccccc3C(=O)N2c2cc(C)ccn2)cc(OC)c1OC` (stereo not drawn)?
HCV inhibitor: 8%; HCMV inh: -21; AmpC no deterg: 14%; Sm TGR block: -3%; AmpC inh detg: -4%; Giardia FBPA inh: inconclusive

Results for CCOc1ccc(C(=O)NCC(=O)OCC(=O)Nc2ccccc2OCC)cc1 ?
HCV inhibitor: -3%; HCMV inh: -20; AmpC no deterg: -11%; Sm TGR block: 4%; AmpC inh detg: -8%; Giardia FBPA inh: 5%

5 records picked at random from the list so far, as already listed:
How did COC(=O)[C@]1(Cc2ccccc2)N[C@H](CN(C)S(=O)(=O)c2ccc(C(C)(C)C)cc2)[C@@H]2C(=O)N(Cc3ccccc3)C(=O)[C@@H]21 do in these assays?
HCV inhibitor: inconclusive; HCMV inh: -6; AmpC no deterg: -30%

Results for COc1cccc(NC(=O)CSc2ccc3nnc(-c4cccnc4)n3n2)c1 ?
HCV inhibitor: 1%; HCMV inh: 7; AmpC no deterg: -19%; Sm TGR block: 5%; AmpC inh detg: -1%; Giardia FBPA inh: -3%

What do the screens show for `COc1ccc(C(=O)O)cc1S(=O)(=O)N(C)C`?
HCV inhibitor: 12%; HCMV inh: -32; AmpC no deterg: -4%; Sm TGR block: -6%; AmpC inh detg: 3%; Giardia FBPA inh: -8%

How did CCOc1ccc(Nc2oc(-c3ccc(COc4ccc(OC)cc4)o3)nc2C#N)cc1 do in these assays?
HCMV inh: -81*; Sm TGR block: 2%; AmpC inh detg: 24%

What do the screens show for `O=C(COC(=O)C1CCN(c2ccc(C(F)(F)F)cn2)CC1)NCc1cccc(Cl)c1`?
HCV inhibitor: inconclusive; HCMV inh: 1; AmpC no deterg: 41%; Sm TGR block: -9%; AmpC inh detg: -6%

(listing goes on)
How did NC(=O)c1nsc(C(=O)N(c2ccccc2)C(C(=O)NCc2ccc(F)cc2)c2ccco2)c1N (stereo not drawn) do in these assays?
HCV inhibitor: inconclusive; HCMV inh: inconclusive; AmpC no deterg: -8%; Sm TGR block: inconclusive; AmpC inh detg: -7%; Giardia FBPA inh: -6%

How did O=C(/C=C/c1ccc(OC(F)F)cc1)OCC(=O)N1CCN(C(=O)c2ccco2)CC1 do in these assays?
HCV inhibitor: inconclusive; HCMV inh: -21; AmpC no deterg: 54%; Sm TGR block: -6%; AmpC inh detg: -11%; Giardia FBPA inh: 0%

Results for O=c1c2sc(-c3ccccc3)cc2nc2n1CCCCC2 ?
HCV inhibitor: -13%; HCMV inh: inconclusive; AmpC no deterg: 16%; Sm TGR block: -9%; AmpC inh detg: -8%; Giardia FBPA inh: 1%

Results for C[C@H](NC(=O)c1nc[nH]c1C(=O)NCC(=O)OCc1ccccc1)c1ccccc1 ?
HCV inhibitor: 6%; HCMV inh: -16; AmpC no deterg: 117%[activator]; Sm TGR block: -1%; AmpC inh detg: -7%; Giardia FBPA inh: -6%

How did CCN1C(=O)N/C(=C/c2cc(C)n(Cc3ccccc3)c2C)C1=O do in these assays?
HCV inhibitor: 10µM*; HCMV inh: inconclusive; AmpC no deterg: -19%; Sm TGR block: -6%; AmpC inh detg: -6%; Giardia FBPA inh: -10%

How did CCOC(=O)Cc1nnc(NC(=O)COc2ccc(C)cc2)s1 do in these assays?
HCV inhibitor: 2%; HCMV inh: -16; AmpC no deterg: -30%; Sm TGR block: inconclusive; AmpC inh detg: inconclusive; Giardia FBPA inh: -1%

What do the screens show for `CCCOc1ccc(C(=O)CCC(=O)OCC(=O)N2CC(=O)Nc3ccccc32)cc1`?
HCV inhibitor: 25%; HCMV inh: -19; AmpC no deterg: 1%; Sm TGR block: 3%; AmpC inh detg: inconclusive; Giardia FBPA inh: -2%

What do the screens show for `Cc1ccc(CNC(=O)C2CCN(c3nn4cc(-c5ccc(F)cc5)nc4s3)CC2)cc1`?
HCMV inh: 0; Sm TGR block: 1%; AmpC inh detg: 5%

What do the screens show for `O=C(O)COc1ccc(/C=N/NC(=O)Cc2ccc(Cl)cc2)cc1`?
HCV inhibitor: 3%; HCMV inh: -101*; AmpC no deterg: -29%; Sm TGR block: 1%; AmpC inh detg: 0%; Giardia FBPA inh: 12%

Results for Nc1cc(S(=O)(=O)N2CCCCC2)ccc1N1CCCCC1 ?
HCV inhibitor: -28%; HCMV inh: 0; AmpC no deterg: 4%; Sm TGR block: 6%; AmpC inh detg: 0%

What do the screens show for `COc1cc(C=O)ccc1OC(=O)c1ccncc1`?
HCV inhibitor: 7%; HCMV inh: 35; AmpC no deterg: -9%; Sm TGR block: inconclusive; AmpC inh detg: -3%; Giardia FBPA inh: 0%

How did COCCN(C(=O)c1ccccc1OC1CCN(S(C)(=O)=O)CC1)C(C)C do in these assays?
HCV inhibitor: 11%; HCMV inh: -6; AmpC no deterg: -9%; Sm TGR block: 1%; AmpC inh detg: -1%; Giardia FBPA inh: 2%

How did CC(C)(C)c1ccc(-c2noc(CCC(N)=O)n2)cc1 do in these assays?
HCV inhibitor: 4%; HCMV inh: inconclusive; AmpC no deterg: 33%; Sm TGR block: -17%; AmpC inh detg: -11%; Giardia FBPA inh: -4%

How did CCCCOC(=O)c1ccc(Nc2ncnc3c2cnn3-c2cccc(C)c2)cc1 do in these assays?
HCMV inh: -2; Sm TGR block: 11%; AmpC inh detg: -5%

Screening data: PubChem BioAssay, National Center for Advancing Translational Sciences (NCATS)
